Myeloid diff 2 – induction of myeloid progenitor differentiation, primary screen, cell-based, flow cytometry, MLPCN library; AID 624256, 2012; ER-HoxA9 myeloid progenitors, lysozyme-GFP differentiation; calls only at 10 µM; 1% of 360,000 active;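 active means normalized GFP-positive differentiation at or above the plate's own cutoff, the solvent-only control mean plus 3 SD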;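 further: cells exposed to compound for four days before flow analysis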
Myeloid diff 2 GFP+ MAC1+ % – second read-out of Myeloid diff 2, no call of its own (marks repeat the call); GFP+ MAC1+ double positive, %; measured here: differentiation confirmed by MAC1 staining
* hit, by the source's call; i = inactive.

Below each compound: Myeloid diff 2, Myeloid diff 2 GFP+ MAC1+ %
> Cc1ccc2nc(-c3ccc(C#N)cc3)c(Cc3ccccn3)n2c1
    i, 0.5
> CNc1ncnc2c1ncn2[C@H]1CN(Cc2ccccc2)C[C@@H](CO)O1
    i, 0.9
> COC(=O)C[C@H]1C=C[C@@H](NC(=O)Nc2c(C)noc2C)[C@@H](CO)O1
    i, 0.6
> C#Cc1cccc(Nc2nc(NCc3ccccc3OC)nc3ccsc23)c1
    i, 1.1
> COc1ccc(Cl)cc1CN1C(=O)C(Cc2ccccc2)ON=C1C (stereo not drawn)
    i, 0.3
> CC(C)(C)c1ccc(CC(=O)N2CCC2(C)C(=O)NS(=O)(=O)c2cccc(F)c2)cc1 (stereo not drawn)
    i, 0.5
> O=C(/C=C/[C@H]1O[C@@H](n2ccc(=O)[nH]c2=O)[C@H](O)[C@@H]1O)NC(c1ccccc1)c1ccccc1
    i, 1.7
> CC1(C(=O)NCC2CC2)Cc2c(-c3cccc(C(F)(F)F)c3)ccnc2O1 (stereo not drawn)
    i, 0.7
> COc1ccc(C(=O)N2CCC2(C)C(=O)NC(C)C)c(OC)c1 (stereo not drawn)
    i, 0.3
> CCOC(=O)C1(C)CCN1C(=O)c1cc(OC)ccc1Br (stereo not drawn)
    i, 0.8
> COCCNc1nc(Nc2ccc(C#N)cc2)c2sccc2n1
    i, 1.3
> CC1(C(=O)NS(=O)(=O)Cc2cccc(Cl)c2)CCN1C(=O)Cc1cccs1 (stereo not drawn)
    i, 0.9
> O=C(Nc1ccc(Cl)cc1)N[C@H]1CC[C@H](CCn2cc(-c3ccccc3F)nn2)O[C@@H]1CO
    i, 3.3
> COc1ccc(C(C(=O)Nc2c(C)cccc2C)n2c(=O)c(-c3ccco3)nc3ccccc32)cc1 (stereo not drawn)
    i, 4.1
> COCCNC(=O)C1(C)Cc2c(-c3ccc(NC(C)=O)cc3)ccnc2O1 (stereo not drawn)
    i, 0.7
> Cc1ccc(F)c(S(=O)(=O)NC(=O)C2(C)CCN2C(=O)Cc2ccccc2)c1 (stereo not drawn)
    i, 0.7
> CC(=O)c1cccc(NC(=O)C2Cc3c(-c4cccc(F)c4)ccnc3O2)c1 (stereo not drawn)
    i, 0.8
> COC(=O)[C@@]12C[C@@H](CC(=O)NCCC(C)C)C(=O)N(Cc3ccccc3)C1=CCC(C)(C)C2
    i, 2.2
> CC(C)c1ccc(C(=O)N2CCCC(c3cc(C(=O)Nc4ccccc4Cl)no3)C2)cc1 (stereo not drawn)
    i, 0.9
> COc1cccc(S(=O)(=O)N2C[C@H](O)COC[C@H]3O[C@@H](CC(=O)N4CCN(C)CC4)CC[C@@H]32)c1
    i, 0.8

Continuation.
Below each compound: Myeloid diff 2, Myeloid diff 2 GFP+ MAC1+ %
> Cc1cccc(C)c1NC(=O)C(c1cc2ccccc2o1)N1CCN(C)CC1 (stereo not drawn)
    i, 0.8
> O=C(Nc1cccc(Oc2ccccc2)c1)C1Cc2c(-c3ccccc3)ccnc2O1 (stereo not drawn)
    i, 1.0
> CCOC(=O)c1ccc(O)c(-n2cc3c(c2-c2ccccc2)c(=O)n(C)c(=O)n3C)c1
    i, 1.0
> Clc1cccc(Cc2c(-c3cccc(Cl)c3)nc3ccc(Br)cn23)c1
    i, 0.2
> COc1cccc(CNc2nc3cc(-c4cccc(OC)c4)sc3c(=O)n2C)c1
    i, 2.0
> COc1cc(CNC(=O)c2cc(-c3cc(Cl)ccc3OC)n[nH]2)cc(OC)c1
    i, 1.1
> O=C1c2ccccc2C(c2nnnn2Cc2ccccc2)N1CCc1ccccc1F (stereo not drawn)
    i, 1.1
> O=C(NCCN1CCC(n2c(=O)[nH]c3ccccc32)CC1)c1ccccc1
    i, 1.0
> O=C(CSc1nc2cccc(F)c2c(=O)n1-c1ccccc1)Nc1ccc2c(c1)CCC2
    i, 2.5
> C[C@H](c1ccccc1)N1C[C@@H](COCc2ccccc2)Oc2cc(N3CC[C@H](N(C)C)C3)ccc2S1(=O)=O
    i, 1.4
> CC1(C(=O)NS(=O)(=O)C2CC2)CCCN(C(=O)C2(c3ccc(Cl)cc3)CCCC2)C1 (stereo not drawn)
    i, 1.0
> CCCS(=O)(=O)NC(=O)C1(C)CCCN(C(=O)C(C)(C)Oc2ccc(Cl)cc2)C1 (stereo not drawn)
    i, 0.4
> O=C(Nc1ccc2c(c1)OCO2)c1cc(C2CCCN(C(=O)C3CCCCC3)C2)on1 (stereo not drawn)
    i, 1.2
> COc1ccc(C(=O)NCCN2CCC(n3c(=O)[nH]c4ccccc43)CC2)cc1F
    i, 0.9
> CCOC(=O)[C@]12CCC=C1N(Cc1ccco1)C(=O)[C@H](CC(=O)N1CCC(c3ccccc3)CC1)C2
    i, 1.1
> CC(C)NC(=O)c1cc(C2CCCCN2S(=O)(=O)c2ccc(F)cc2F)on1 (stereo not drawn)
    i, 0.6
> Clc1cccc(-c2nc3c4ccccc4ccn3c2Cc2ccccc2)c1
    i, 0.8
> Cc1ccc(S(=O)(=O)N2CCC(=O)N([C@H](COCc3ccccc3)Cc3ccccc3)CC2)cc1
    i, 0.4
> Cc1ccc2nc(-c3ccccc3)c(Cc3ccsc3)n2c1
    i, 0.7
> CC1(C(=O)Nc2ccc3nc[nH]c3c2)CCN1C(=O)CCc1ccccc1 (stereo not drawn)
    i, 0.7

Additional entries.
Below each compound: Myeloid diff 2, Myeloid diff 2 GFP+ MAC1+ %
> O=C1NC[C@@H](CCCCN2C[C@H](Cc3ccc(O)cc3)N(CC3CCCCC3)C(=O)C2=O)N(CCc2ccccc2)C1=O
    i, 0.7
> CSc1nc(N)n2nc(C)cc2n1
    i, 1.2
> CCCCNC(=O)C1(C)CCN1C(=O)c1sccc1C (stereo not drawn)
    i, 1.3
> CC(=O)Nc1cccc(-c2ccnc3c2CC(C)(C(=O)NCCN(C)C)O3)c1 (stereo not drawn)
    i, 1.1
> CCc1nc2ccc(C(=O)Nc3cccc(NS(C)(=O)=O)c3)cn2c1N(C)Cc1nccn1C
    i, 1.2
> CC(C)NC(=O)C1(C)CCCCN1Cc1cccc(C(F)(F)F)c1 (stereo not drawn)
    i, 1.4
> O=C(Nc1ccc(F)cc1)C(c1ccncc1)N1CCN(c2cccc(C(F)(F)F)n2)CC1 (stereo not drawn)
    i, 1.6
> COC(=O)C[C@@H]1CC[C@@H](NS(=O)(=O)c2ccccc2OC)[C@@H](CO)O1
    i, 2.0
> CC(C)C[C@H]1CN([C@@H](Cc2ccc(O)cc2)CN2CCCC2CN2C(=S)NC[C@@H]2Cc2ccccc2)C(=S)N1CC1CCCCC1 (stereo partly drawn)
    i, 0.9
> Cc1onc(-c2ccccc2)c1C(=O)N1CCC(C)(C(=O)O)C1 (stereo not drawn)
    i, 0.5
> Cc1cc(C)n2c(NCc3ccccc3)c(CC(C)C)nc2n1
    i, 2.9
> COCCC(=O)N1CCOCC1c1cc(C(=O)Nc2ccccc2)no1 (stereo not drawn)
    i, 2.3
> O=C(C(=Cc1ccc(F)cc1)C(=O)c1ccccc1)c1ccccc1
    i, 1.4
> CCOC(=O)[C@]12CCCC=C1N(Cc1cccc3ccccc13)C(=O)[C@H](CC(=O)NCc1ccc(OC)c(OC)c1)C2
    i, 0.9
> O=C(NCc1ccc(F)cc1)c1cc(C2CCCCN2S(=O)(=O)c2cccc3cccnc23)on1 (stereo not drawn)
    i, 1.3
> O=C(Nc1ccc2c(c1)OCCO2)C(C1CC1)n1c(=O)c(-c2ccccc2)nc2ccccc21 (stereo not drawn)
    i, 1.9
> COc1ccc(C(O)c2nc(-c3ccc(F)c(Cl)c3)cs2)cc1 (stereo not drawn)
    i, 0.9
> CC(=O)Nc1ccc(NC(=O)C2Cc3c(-c4cccc(NC(C)=O)c4)ccnc3O2)cc1 (stereo not drawn)
    i, 1.2
> CN(C)c1ccc(C(=O)C(=O)N2CCN(c3ccccc3)CC2)cc1
    i, 1.1
> c1ccc(-c2cc3nc(NCc4cccs4)ccn3n2)cc1
    i, 0.6

Single records, as listed above. Order of values: Myeloid diff 2	Myeloid diff 2 GFP+ MAC1+ %
Listed for CCCCNC(=O)C1(C)CCN1C(=O)c1sccc1C (stereo not drawn) = i	1.3
Listed for O=C(NCc1ccc(F)cc1)c1cc(C2CCCCN2S(=O)(=O)c2cccc3cccnc23)on1 (stereo not drawn) = i	1.3

The listing continues.
Below each compound: Myeloid diff 2, Myeloid diff 2 GFP+ MAC1+ %
> Cc1ccc(-c2nc3ncccn3c2N)cc1
    i, 1.1
> CC1(C(=O)NS(=O)(=O)C2CC2)CCN(C(=O)c2ccccc2F)C1 (stereo not drawn)
    i, 0.5
> CC1(C(=O)NS(=O)(=O)c2ccccc2Cl)CCN1C(=O)Cc1ccc(Cl)cc1Cl (stereo not drawn)
    i, 0.7
> Cc1ccccc1COc1cccn2c(N(C)C(=O)CCC3CCCC3)c(C)nc12
    i, 2.0
> CC(C(=O)NCc1ccccc1)n1c(-c2ccc3c(c2)CCO3)nc2ccccc21 (stereo not drawn)
    i, 4.0
> COC(=O)[C@]12CCCCC=C1N(Cc1ccc(Cl)cc1Cl)C(=O)[C@H](CC(=O)NCCc1ccccc1OC)C2
    i, 0.6
> CCOC(=O)[C@]12CCCC=C1N(CCC1=CCCCC1)C(=O)[C@H](CC(=O)NCC1CCCCC1)C2
    i, 2.1
> CC(C)CNc1ncnc2c1ncn2[C@H]1CN(C2CCCC2)C[C@@H](CO)O1
    i, 0.4
> CCCNC(=O)c1cc(C2CCCCN2S(C)(=O)=O)on1 (stereo not drawn)
    i, 1.0
> O=C(NCC1CC1)NC(=O)c1ccccc1F
    i, 0.7
> O=C(Nc1ccccc1)c1cc(C2CCCN(C(=O)OCc3ccccc3)C2)on1 (stereo not drawn)
    i, 1.7
> Cc1cc(Br)cn2c(Cc3ccccc3)c(-c3ccc(F)cc3)nc12
    i, 0.4
> COc1cc(C(=O)N2CCCC(C)(C(=O)NS(=O)(=O)C3CC3)C2)cc(OC)c1OC (stereo not drawn)
    i, 0.7
> COc1ccccc1Cc1c(C2CCCCC2)nc2ccc(Br)cn12
    i, 1.0
> COc1ccc(-c2ccc3c(c2)c(Sc2ccccc2)c(-c2cc(OC)cc(OC)c2)n3C)cc1
    i, 0.6
> Cc1ccc(Cc2c(-c3cccc(Cl)c3)nc3cc(C)c(Br)c(C)n23)cc1
    i, 0.4
> O=C(Nc1ccc2nc(C(F)(F)F)[nH]c2c1)[C@@H]1O[C@H](CO)[C@@H](O)[C@H]1O
    i, 1.1
> CCOC(=O)[C@]12CCCC=C1N(CCc1ccc(OC)c(OC)c1)C(=O)[C@H](CC(=O)NCC13CC4CC(CC(C4)C1)C3)C2
    i, 4.3
> CCCNC(=O)C1(C)CCCN(C(=O)c2ccc3c(c2)CCO3)C1 (stereo not drawn)
    i, 0.6
> O=C1NC[C@H](CCCCN2C[C@H](Cc3ccc(O)cc3)N(CCC3CCCCC3)C(=O)C2=O)N(CC2CCCCC2)C1=O
    i, 1.1

More records follow:
Below each compound: Myeloid diff 2, Myeloid diff 2 GFP+ MAC1+ %
> CC1(C(=O)NCc2ccccc2)CCC(=O)N1C1CC1 (stereo not drawn)
    i, 0.9
> O=C(C[C@H]1CC[C@@H]2[C@H](COC[C@H](O)CN2Cc2nccs2)O1)NCc1ccccc1Cl
    i, 1.2
> CC(=O)N1CCN(Cc2cc(=O)oc3cc(C)cc(C)c23)CC1
    i, 1.0
> COCCN1C[C@@H](CO)O[C@@H](n2cnc3c(N4CCCC4)ncnc32)C1
    i, 0.2
> CC1(C(=O)Nc2ccccc2)CCN1C(=O)C1(c2ccccc2)CC1 (stereo not drawn)
    i, 1.2
> CC1(C(=O)NS(=O)(=O)c2ccc(Br)cc2)CCN1C(=O)CCc1ccccc1 (stereo not drawn)
    i, 0.9
> COc1ccc(NC(=O)c2cc(-c3cc(C)cs3)[nH]n2)cc1OC
    i, 0.4
> CC1=CC(Cc2ccccc2)N(C)C(C(N)=O)C1 (stereo not drawn)
    i, 0.9
> Cc1nc2c(OCCN3C(=O)c4ccccc4C3=O)cccn2c1N(C)C(=O)CCC1CCCC1
    i, 1.4
> CN(C)CCNc1nc(-c2ccccc2F)c2sccc2n1
    i, 0.6
> COC(=O)[C@]12CCCCC=C1N(Cc1ccc3c(c1)OCO3)C(=O)[C@H](CC(=O)NCc1cccc(C(F)(F)F)c1)C2
    i, 0.7
> Cc1ccc(-c2cnc(C(O)c3cc(F)cc(Cl)c3)[nH]2)cc1 (stereo not drawn)
    i, 1.7
> O=C(Nc1cccc2ccccc12)ON=C1CCCCC1
    i, 1.3
> Oc1ccc(Nc2ccc3ccccc3c2)cc1
    i, 2.1
> CN1OC[C@@H]2CN(S(=O)(=O)c3cc(Cl)cc(Cl)c3)[C@H](c3ccc(-c4ccc(C#N)cc4)cc3)C[C@@H]21
    i, 0.2
> FC(F)(F)c1cc(Cl)c2nc(-c3ccc(Cl)cc3)c(Cc3ccsc3)n2c1
    i, 1.0
> COCCNC(=O)C1CCCN(C(=O)c2ccc(OC)c(F)c2)CC1 (stereo not drawn)
    i, 1.6
> CC1(C(=O)NCc2ccccc2)CN(S(C)(=O)=O)CC(=O)N1CCc1c[nH]c2ccccc12 (stereo not drawn)
    i, 2.4
> COc1ccc(NC(=O)c2sc(=O)n(Cc3ccc(SC)cc3)c2C)cc1OC
    i, 4.1
> O=C(NCc1ccccc1)C1c2ccccc2OCC(=O)N1Cc1ccco1 (stereo not drawn)
    i, 0.9
> CC1=C(C(=O)N2CCOCC2)CC(CC(=O)NCCCN(C)C)C(=O)N1Cc1ccc(F)cc1 (stereo not drawn)
    i, 0.7

Quoted at random: six entries already listed
Below each compound: Myeloid diff 2, Myeloid diff 2 GFP+ MAC1+ %
> COCCNC(=O)C1CCCN(C(=O)c2ccc(OC)c(F)c2)CC1 (stereo not drawn)
    i, 1.6
> CC(=O)N1CCN(Cc2cc(=O)oc3cc(C)cc(C)c23)CC1
    i, 1.0
> CC1(C(=O)NS(=O)(=O)c2ccc(Br)cc2)CCN1C(=O)CCc1ccccc1 (stereo not drawn)
    i, 0.9
> COC(=O)[C@]12CCCCC=C1N(Cc1ccc3c(c1)OCO3)C(=O)[C@H](CC(=O)NCc1cccc(C(F)(F)F)c1)C2
    i, 0.7
> COc1ccc(NC(=O)c2sc(=O)n(Cc3ccc(SC)cc3)c2C)cc1OC
    i, 4.1
> CC1=CC(Cc2ccccc2)N(C)C(C(N)=O)C1 (stereo not drawn)
    i, 0.9

Bioassay records (PubChem BioAssay)

The list is partial, so the mix of outcomes need not match the whole.
